Screening data as filed in PubChem BioAssay.
RNase H inhibition: RNase H inhibition, HIV 1 Gag Pol polyprotein, FRET biochemical assay, screening (AID 372); inhibition, % at 10 µM, or IC50 in µM where a hit was titrated; 0.77% of 100,000 active; HIV-1 RT RNase H, FRET RNA/DNA substrate fluorescence; higher % means a stronger effect; in the data active means inhibition above about 50%
The depositor's hits bear a star. An excerpt. The share of hits here may be higher or lower than overall.

CC(=O)c1cccc(NC(=O)CSc2nc(C)cc(C)n2)c1 was read as RNase H inhibition 0%.
For CC1=NN(c2ccccc2)C(=O)/C1=C/c1cccn1-c1ccc([N+](=O)[O-])cc1 the results were RNase H inhibition 24%.
Screening CCC(=O)N1c2ccccc2-c2nnc(SC)nc2OC1c1ccc(C(=O)O)cc1 (stereo not given) returned RNase H inhibition 25%.
`Cc1cccc(CC2CC(=O)N(c3ccccc3)C2=O)c1` (stereo not given) gave RNase H inhibition 2%.
CC(=O)C1=C(O)C(=O)N(CCc2ccccc2)C1c1ccc([N+](=O)[O-])cc1 (stereo not given) was read as RNase H inhibition 5%.
O=C(Nc1ccc(S(=O)(=O)Nc2cnc3ccccc3n2)cc1)c1ccc(Cl)cc1Cl was read as RNase H inhibition 10%.
For CCOc1cc(C2Nc3ccccc3NC3=C2C(=O)CC(c2ccc(OC)cc2)C3)cc(Br)c1O (stereo not given) the results were RNase H inhibition 28%.
COc1ccc(CN2CCN(C(=O)c3ccco3)CC2)cc1OCc1ccccc1 was read as RNase H inhibition 4%.
CCc1ccc(C(Nc2ccccn2)c2ccc3ccc(C)nc3c2O)cc1 (stereo not given) was read as RNase H inhibition 15%.
`O=Cc1ccc(OCc2ccccc2F)cc1` gave RNase H inhibition 21%.
Screening COc1ccc(OC)c(/C=N/NC(=O)C(=O)N/N=C/c2cc(OC)ccc2OC)c1 returned RNase H inhibition 5%.
Screening Cc1cc(Cl)ccc1NS(=O)(=O)c1ccc([N+](=O)[O-])cc1 returned RNase H inhibition 3%.
`CCn1c(=S)[nH]c2c(c1=O)C(C)(C)Cc1ccccc1-2` gave RNase H inhibition 7%.
Cc1cccc(C(=O)NNC(=O)C2CCCO2)c1 (stereo not given) was read as RNase H inhibition 3%.
For COc1ccc2c(=O)c(-c3ccccc3OC)coc2c1 the results were RNase H inhibition 0%.
CC(/C=C1\SC(=S)N(c2ccc(F)cc2)C1=O)=C\c1ccccc1 was read as RNase H inhibition 13%.
`CCc1cc2ccccc2c[n+]1CC(C)=O` gave RNase H inhibition 7%.
`CC(=O)NS(=O)(=O)c1ccc(NC(=O)c2ccc(Cl)cc2Cl)cc1` gave RNase H inhibition 3%.
`O=C(O)c1ccc2c(c1)C1C=CCC1C(c1ccccc1Cl)N2` (stereo not given) gave RNase H inhibition 7%.
`Cc1ccc(NC(=O)/C(C#N)=C\c2cc(C)n(-c3ccc(N4CCOCC4)cc3)c2C)cc1` gave RNase H inhibition 9%.
`COc1ccc(NC2=C(Cl)C(=O)N(c3cccc(Cl)c3)C2=O)c(OC)c1` gave RNase H inhibition 0%.
For CCc1ccc2c(c1)C(c1ccc(O)c(C)c1)(c1ccc(O)c(C)c1)C(=O)N2 the results were RNase H inhibition 22%.
`Cc1ccc(C(=O)NC(=S)Nc2nc3ccc(C)cc3s2)cc1` gave RNase H inhibition 24%.
`COC(=O)c1ccc(/C=N/NC(=O)CCC2C(=O)NN=C2C)cc1` (stereo not given) gave RNase H inhibition 4%.
Screening COc1ccc(C(=O)N/N=C(\C)c2ccc(Cl)s2)cc1 returned RNase H inhibition 0%.
For O=C(O)CCN1C(=O)/C(=C\C(Cl)=C/c2ccc([N+](=O)[O-])cc2)SC1=S the results were RNase H inhibition 10%.
For C=CCOc1ccc(S(=O)(=O)c2ccc(OCC=C)cc2)cc1 the results were RNase H inhibition 1%.
`COc1cc(/C=C2/SC(=S)N(c3ccccc3)C2=O)ccc1OC(=O)c1ccccc1Br` gave RNase H inhibition 6%.
`Cc1cc(/C=C2\C(=O)NC(=O)N(C)C2=O)c(C)n1-c1ccc(Br)cc1F` gave RNase H inhibition 22%.
Cc1ccc(C2Nc3ccccc3C(=O)N2c2ccc(C)cc2)cc1 (stereo not given) was read as RNase H inhibition 5%.
Screening CCOC(=O)N1CCN(CC(O)COc2ccccc2C(C)(C)C)CC1 (stereo not given) returned RNase H inhibition 8%.
Screening COc1ccccc1NC1C=CC(=O)C1Nc1ccccc1OC (stereo not given) returned RNase H inhibition 15%.
For Cc1ccc(NC(=O)C(=O)NCCN2CCN(S(=O)(=O)c3ccc4ccccc4c3)CC2)cc1 the results were RNase H inhibition 32%.
For Cc1cc(OCC(=O)NNC(=O)c2ccc(C(C)(C)C)cc2)ccc1Br the results were RNase H inhibition 15%.
Screening CC(C)(C)c1ccc(C(=O)Nc2ccc(NC(=O)c3cccc(Cl)c3)cc2)cc1 returned RNase H inhibition 41%.
For Cc1ccc(C(=O)N2N=C(c3ccc(Cl)cc3)CC2(O)C(F)(F)F)o1 (stereo not given) the results were RNase H inhibition 20%.
Screening COc1ccc(N(CC(=O)Nc2cc(Cl)cc(Cl)c2)S(=O)(=O)c2ccccc2)cc1OC returned RNase H inhibition 8%.
For CCOc1cccc(N2C(=O)CC(N3CCN(C4CC(=O)N(c5cccc(OCC)c5)C4=O)CC3)C2=O)c1 (stereo not given) the results were RNase H inhibition 0%.
`COc1ccc(/C(C)=N\Nc2nc(-c3ccccc3)cs2)cc1` gave RNase H inhibition 25%.
`C=CCc1c(C)nc(-c2ccccc2)nc1NN` gave RNase H inhibition 3%.
Screening O=C(COc1ccccc1)Nc1ccccc1CO returned RNase H inhibition 4%.
`O=C1C(=O)N(c2nc3ccccc3s2)C(c2ccc([N+](=O)[O-])cc2)/C1=C(/O)c1ccccc1` (stereo not given) gave RNase H inhibition 9%.
`Cc1cc2nc(-c3ccc(N)cc3)oc2cc1C` gave RNase H inhibition 10%.
COC(=O)c1ccc(-c2nc3sc4c(c3c(=O)[nH]2)CCCC4)cc1 was read as RNase H inhibition 0%.
`COc1cc(CN2CCN(Cc3cccc([N+](=O)[O-])c3)CC2)cc(OC)c1OC` gave RNase H inhibition 2%.
For CNC(=O)c1ccc(C)c([N+](=O)[O-])c1 the results were RNase H inhibition 12%.
Screening Cc1ccc(NC(=O)Cc2ccc(F)cc2F)cc1 returned RNase H inhibition 3%.
For CCCCOc1ccc(C(=O)NC(=S)Nc2cccc(C(F)(F)F)c2)cc1 the results were RNase H inhibition 11%.
COc1ccc(CCNC(=O)CC(=O)N/N=C/c2ccc(C(C)C)cc2)cc1OC was read as RNase H inhibition 5%.
Screening COc1cc([N+](=O)[O-])ccc1NC(=S)NC(=O)c1ccc(C)cc1 returned RNase H inhibition 3%.
O=C(NCc1ccncc1)c1cccs1 was read as RNase H inhibition 2%.
Screening O=C(O)c1cc(-c2ccc(/C=N/Nc3ccc(Cl)cc3)o2)ccc1Cl returned RNase H inhibition 14%.
For O=C(Nc1ccc2c(c1)OCCO2)C1c2ccccc2Oc2ccccc21 the results were RNase H inhibition 17%.
For Cc1ccc(OCCOc2ccc(/C=C3\SC(=S)NC3=O)cc2)c(C)c1 the results were RNase H inhibition 42%.
`Cc1c(N/C=C2/CCCCC2=O)c(=O)n(-c2ccccc2)n1C` gave RNase H inhibition 0%.
CC(C)(C)c1ccc(-c2nc3cc(N=C/C=C/c4ccc(Cl)cc4)ccc3o2)cc1 was read as RNase H inhibition 10%.
`CN1C(=O)/C(=C\c2ccccc2OCCOc2ccc([N+](=O)[O-])cc2)SC1=S` gave RNase H inhibition 24%.
`O=C(NCCC1=CCCCC1)C(=O)Nc1ccccc1F` gave RNase H inhibition 2%.
CC/C(C)=N/NC(=O)c1[nH]c2ccc(C)cc2c1-c1ccccc1 was read as RNase H inhibition 8%.
Screening Cc1cc(-c2ccc(C=C3C(=O)N(C)C(=O)N(C)C3=O)o2)cc([N+](=O)[O-])c1C returned RNase H inhibition 12%.
`COc1ccc(CCNC(=O)CC(=O)N/N=C/c2ccc(Br)cc2)cc1OC` gave RNase H inhibition 2%.
`O=C(Nc1ccc(F)cc1)C1CC(=O)N(c2ccc(Cl)cc2)C1` (stereo not given) gave RNase H inhibition 0%.
For CCOc1ccc(N(CC(=O)Nc2cc(C)ccc2C)S(C)(=O)=O)cc1 the results were RNase H inhibition 0%.
For CCN(CC)C(=O)c1cc(Cl)ccc1OC the results were RNase H inhibition 11%.
For Cc1cc(/C=N/c2nc3ccc(Br)cc3n2C)c(O)c([N+](=O)[O-])c1 the results were RNase H inhibition 0%.
For CN(C)c1ccc(/C=C2\C(=O)NC(=O)N(c3ccc(Cl)cc3)C2=O)o1 the results were RNase H inhibition 5%.
O=C(Nc1ccccc1Cl)C(c1ccccc1)c1ccccc1 was read as RNase H inhibition 14%.
For Cc1ccc(/C=C2\SC(=S)N(CCC(=O)Nc3ccc4c(c3)OCO4)C2=O)cc1 the results were RNase H inhibition 6%.
For CC(=O)Oc1ccc2c(C)cc(=O)oc2c1I the results were RNase H inhibition 4%.
`CCc1ccc(NC(=O)C(=O)NCCN2CCN(C(=O)C(c3ccccc3)c3ccccc3)CC2)cc1` gave RNase H inhibition 0%.
Screening Cc1ccc(N=Cc2cc(Cl)cc(Cl)c2O)cc1I returned RNase H inhibition 1%.
Screening Cc1ccc(NC(=O)CN(c2cccc(Br)c2)S(=O)(=O)c2ccccc2)cc1C returned RNase H inhibition 11%.
`CC(C)CC(=O)N1c2ccccc2NC2=C(C(=O)CC(C)(C)C2)C1c1ccc(Cl)cc1` (stereo not given) gave RNase H inhibition 10%.
CSc1ccccc1NC(=O)CC1Sc2ccccc2NC1=O (stereo not given) was read as RNase H inhibition 5%.
Screening COc1ccc(C(=O)Nc2ccc3nn(-c4cccc5ccccc45)nc3c2)cc1[N+](=O)[O-] returned RNase H inhibition 34%.
Screening Cc1cccc(NC(=O)c2c(NC(=O)c3ccccc3Cl)sc3c2CCC3)c1 returned RNase H inhibition 15%.
For O=c1/c(=C/c2cn(-c3ccccc3)nc2-c2ccccc2)sc2nc3ccccc3n12 the results were RNase H inhibition 0%.
CCc1nn(-c2ccccc2)c2c1-c1cc(OC)c(OC)cc1C1(N2)C(=O)Nc2ccccc21 (stereo not given) was read as RNase H inhibition 27%.
Screening O=C1N=C(N2CCCC2)S/C1=C\c1cccc(Br)c1 returned RNase H inhibition 33%.
COc1ccc(/C=C/C(=O)Nc2c(C(C)C)cccc2C(C)C)cc1Br was read as RNase H inhibition 7%.
Nc1cc([N+](=O)[O-])ccc1Nc1ccc(Br)cc1 was read as RNase H inhibition 22%.
Screening O=C(O)CCn1c(=S)n(CCC(=O)O)c2ccccc21 returned RNase H inhibition 0%.
`CC(C)c1ccc(/C=C/c2nc(O)c([N+](=O)[O-])c(=O)[nH]2)cc1` gave RNase H inhibition 15%.
For Cc1ccc(-c2ccc(OCC(=O)Nc3ccccc3C)cc2)cc1 the results were RNase H inhibition 8%.
Screening C=CCOc1ccc2c(C)cc(=O)oc2c1C returned RNase H inhibition 9%.
Cc1ccc(NC(=O)CCN2C(=O)c3ccccc3C2=O)cc1Cl was read as RNase H inhibition 6%.
CC1=C(C(=O)OC2CCCCC2)C(c2ccc(Cl)c(Cl)c2)C2=C(CCCC2=O)N1 (stereo not given) was read as RNase H inhibition 0%.
`Cc1c(C(c2cc(O)c(O)c(Br)c2)c2c(C)n(C)n(-c3ccccc3)c2=O)c(=O)n(-c2ccccc2)n1C` gave RNase H inhibition 8%.
Screening CCCCCC(=O)N/N=C/c1ccc(OC)c([N+](=O)[O-])c1 returned RNase H inhibition 5%.
For COC(=O)c1c(NC(=O)CC2SC(N)=NC2=O)sc2c1CCCC2 (stereo not given) the results were RNase H inhibition 11%.
`O=C(c1ccc(N2CCN(C(=O)c3cccc(F)c3)CC2)cc1)c1cccc(F)c1` gave RNase H inhibition 12%.
Screening Nn1c(SCC(=O)c2ccc(Cl)cc2)nc2ccccc2c1=O returned RNase H inhibition 4%.
For COc1ccc(C)cc1NC(=O)COc1ccc(F)cc1 the results were RNase H inhibition 13%.
`CCN1C(=O)/C(=C\c2cc(Cl)c(OS(=O)(=O)c3ccc(C)cc3)c(OC)c2)SC1=S` gave RNase H inhibition 10%.
For CCOCCOC(=O)c1ccc(NC(=O)c2ccc([N+](=O)[O-])cc2Cl)cc1 the results were RNase H inhibition 4%.
For CCc1ccc(NC(=O)C2CC(=O)N=C(N)S2)cc1 (stereo not given) the results were RNase H inhibition 26%.
Screening CC12CCC(CC1=NNc1nn[nH]n1)C2(C)C (stereo not given) returned RNase H inhibition 8%.
CC(=O)Nc1ccc(NC(=S)NC(=O)/C=C/c2ccc(Cl)cc2Cl)cc1 was read as RNase H inhibition 27%.
COC(=O)c1ccc(C(=O)OC)c(NC(=O)COc2cccc(Cl)c2)c1 was read as RNase H inhibition 0%.

Of the compounds above, these have a nitro group on carbon.
For CC1=NN(c2ccccc2)C(=O)/C1=C/c1cccn1-c1ccc([N+](=O)[O-])cc1 the results were RNase H inhibition 24%.
CC(=O)C1=C(O)C(=O)N(CCc2ccccc2)C1c1ccc([N+](=O)[O-])cc1 (stereo not given) was read as RNase H inhibition 5%.
Screening Cc1cc(Cl)ccc1NS(=O)(=O)c1ccc([N+](=O)[O-])cc1 returned RNase H inhibition 3%.
For O=C(O)CCN1C(=O)/C(=C\C(Cl)=C/c2ccc([N+](=O)[O-])cc2)SC1=S the results were RNase H inhibition 10%.
`O=C1C(=O)N(c2nc3ccccc3s2)C(c2ccc([N+](=O)[O-])cc2)/C1=C(/O)c1ccccc1` (stereo not given) gave RNase H inhibition 9%.
`COc1cc(CN2CCN(Cc3cccc([N+](=O)[O-])c3)CC2)cc(OC)c1OC` gave RNase H inhibition 2%.
For CNC(=O)c1ccc(C)c([N+](=O)[O-])c1 the results were RNase H inhibition 12%.
Screening COc1cc([N+](=O)[O-])ccc1NC(=S)NC(=O)c1ccc(C)cc1 returned RNase H inhibition 3%.
`CN1C(=O)/C(=C\c2ccccc2OCCOc2ccc([N+](=O)[O-])cc2)SC1=S` gave RNase H inhibition 24%.
Screening Cc1cc(-c2ccc(C=C3C(=O)N(C)C(=O)N(C)C3=O)o2)cc([N+](=O)[O-])c1C returned RNase H inhibition 12%.
For Cc1cc(/C=N/c2nc3ccc(Br)cc3n2C)c(O)c([N+](=O)[O-])c1 the results were RNase H inhibition 0%.
Screening COc1ccc(C(=O)Nc2ccc3nn(-c4cccc5ccccc45)nc3c2)cc1[N+](=O)[O-] returned RNase H inhibition 34%.
Nc1cc([N+](=O)[O-])ccc1Nc1ccc(Br)cc1 was read as RNase H inhibition 22%.
`CC(C)c1ccc(/C=C/c2nc(O)c([N+](=O)[O-])c(=O)[nH]2)cc1` gave RNase H inhibition 15%.
Screening CCCCCC(=O)N/N=C/c1ccc(OC)c([N+](=O)[O-])c1 returned RNase H inhibition 5%.
For CCOCCOC(=O)c1ccc(NC(=O)c2ccc([N+](=O)[O-])cc2Cl)cc1 the results were RNase H inhibition 4%.
